Mtb UGM inh: Mtb UDP-galactopyranose mutase inhibition; purified UGM, fluorescence polarization probe displacement; AID 504406; hit rate 0.06% among 320,000; P9WIQ1; inhibition, % at 10 µM; in the data active = inhibition above about 10%, passing the limit was not always enough; inconclusive = no clear call, values can overlap the other calls
Target sequence (P9WIQ1 whole entry, looked up): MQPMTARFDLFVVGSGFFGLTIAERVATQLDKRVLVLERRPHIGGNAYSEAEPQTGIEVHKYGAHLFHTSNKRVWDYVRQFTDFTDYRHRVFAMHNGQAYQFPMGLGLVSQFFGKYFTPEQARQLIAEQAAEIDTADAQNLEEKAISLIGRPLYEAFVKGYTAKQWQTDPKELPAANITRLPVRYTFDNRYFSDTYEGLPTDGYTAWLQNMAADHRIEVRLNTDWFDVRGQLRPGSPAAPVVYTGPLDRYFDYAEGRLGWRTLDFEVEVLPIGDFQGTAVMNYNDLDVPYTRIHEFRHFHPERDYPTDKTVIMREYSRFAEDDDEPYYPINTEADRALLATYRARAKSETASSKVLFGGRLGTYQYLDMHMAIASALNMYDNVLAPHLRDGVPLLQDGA
PrPC surface inh: cell surface PrPC inhibition, primary TR-FRET screen. P04156. TR-FRET read-out. inhibition, % at 13.8 µM. hit rate 0.43% among 370,000. AID 720596; in the data active = inhibition above about 24%; note: 0% = median of the test wells and 100% = reference compound wells
GDH-TPI counter: counter-screen for M. tuberculosis FBA inhibitors: GDH-TPI coupled enzymes; hit rate 1.2% among 360,000; GDH-TPI coupled enzyme counterscreen, NADH absorbance; AID 588335; inhibition, % at 4.8 µM; in the data active = inhibition above about 30%;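 note: 0% = DMSO wells and 100% = wells lacking the enzyme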
BoNT F protease: blocks Botulinum neurotoxin F light chain protease; Multiplex microsphere protease cleavage assay, flow cytometry; inhibition, % at 10 µM; hit rate 0.22% among 360,000; in the data active = inhibition above about 35%, passing the limit was not always enough; inconclusive = no clear call, values can overlap the other calls; note: plate controls were buffer without enzyme for full effect and enzyme alone for no effect
FadD28 FP inh: inhibitors of Mycobacterium tuberculosis FadD28 bisubstrate binding; FadD28 bisubstrate probe binding, fluorescence polarization; inhibition, % at 12.5 µM; hit rate 0.22% among 360,000; AID 588549; in the data active = inhibition above about 8.5%, passing the limit was not always enough; inconclusive = no clear call, values can overlap the other calls
Rv3671c inh: inhibits the M. tuberculosis serine protease Rv3671c. AID 2606. hit rate 0.048% among 320,000. P9WHR9. inhibition, % at 5.96 µM; in the data active = inhibition above about 38%;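 note: extracellular domain of Rv3671c used as enzyme; 0% = enzyme with DMSO and 100% = no enzyme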
Target sequence (P9WHR9 whole entry, looked up, the tested form may be a part): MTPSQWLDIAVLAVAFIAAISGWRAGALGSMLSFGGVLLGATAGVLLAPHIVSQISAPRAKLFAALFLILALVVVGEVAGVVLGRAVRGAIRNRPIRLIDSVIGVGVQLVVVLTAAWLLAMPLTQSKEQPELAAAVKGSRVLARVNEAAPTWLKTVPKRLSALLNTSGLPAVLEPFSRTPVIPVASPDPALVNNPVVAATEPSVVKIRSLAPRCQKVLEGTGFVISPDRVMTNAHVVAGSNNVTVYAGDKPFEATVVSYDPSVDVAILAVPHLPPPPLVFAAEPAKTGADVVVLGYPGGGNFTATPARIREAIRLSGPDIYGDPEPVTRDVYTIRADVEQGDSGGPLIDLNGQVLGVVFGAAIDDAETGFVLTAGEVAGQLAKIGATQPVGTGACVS
MazEF act: increases E. coli MazEF RNase cleavage of RNA | FAM/BHQ RNA-DNA oligo cleavage fluorescence, 5 h | activation, % at 20 µM | P0AE70 | hit rate 0.32% among 350,000; in the data active = activation above about 50%
Target sequence (P0AE70 whole entry, looked up): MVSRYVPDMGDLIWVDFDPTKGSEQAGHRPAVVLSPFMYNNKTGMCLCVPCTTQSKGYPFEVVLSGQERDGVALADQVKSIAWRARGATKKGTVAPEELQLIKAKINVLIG
BioA inh: blocks M. tuberculosis BioA enzyme activity. hit rate 0.096% among 360,000. inhibition, % at 9.99 µM. purified M. tuberculosis BioA enzyme, plate reader; in the data active = inhibition above about 40%; inconclusive = no clear call, values can overlap the other calls
FBA Mtb inh: inhibits M. tuberculosis FBA enzyme; P9WQA3; purified M. tuberculosis FBA, fluorescence read-out; inhibition, % at 1 µM; hit rate 2.3% among 360,000; in the data active = inhibition above about 27%;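 note: 0% = vehicle and 100% = reference inhibitor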
Numbers without * were called inactive; ? = inconclusive; / = no result given.

SMILES	Mtb UGM inh	PrPC surface inh	GDH-TPI counter	BoNT F protease	FadD28 FP inh	Rv3671c inh	MazEF act	BioA inh	FBA Mtb inh
CSc1ccc(C2C(C#N)=C(N)Oc3cc4c(cc32)OCO4)cc1 (stereo not given)	-2.5	-5.0	9.8	-3.2	7.1	9.5	-2.5	2.2	1.4
CC(Nc1cccc([N+](=O)[O-])c1)C(=O)Nc1ccc(S(=O)(=O)N2CCCC2)cc1 (stereo not given)	/	-12.1	-2.8	-4.0	-5.8	/	-2.4	-1.0	-2.6
Cc1ccc(NC(=O)C2CCN(C(=O)c3ccco3)CC2)cc1C	0.6	-1.7	4.5	1.0	-3.0	-0.7	3.7	0.4	2.5
C[C@H]1CN=C(N(C)C)N1CCc1ccccc1	-1.0	-6.0	1.3	-2.9	-0.9	-1.9	9.0	4.2	0.7
COc1ccc(C2=NN(C(=O)CN3CCCCC3)C(c3ccc(C)cc3)C2)cc1 (stereo not given)	1.3	-9.0	-1.9	1.8	-5.1	-2.1	6.0	-0.1	2.8
COC(=O)c1ccc(Cl)c(NC(=O)CN2CCN(C)CC2)c1	/	-4.1	3.5	-3.3	-3.1	5.3	8.8	0.7	1.1
COCCCNC(=O)c1ccc(S(=O)(=O)c2ccc(Cl)cc2)c(NC(C)=O)c1	0.6	-11.0	0.4	-3.1	0.3	-1.8	-1.8	3.4	1.6
O=C(NCc1ccco1)c1ccc(-c2ccc(Cl)cc2)o1	3.0	5.7	16.2	-1.8	-2.4	-15.5	2.8	1.7	2.3
NS(=O)(=O)c1ccc(CCNC(=O)c2ccccc2[N+](=O)[O-])cc1	-0.3	-10.1	-5.8	-2.6	-2.1	10.3	-1.4	/	1.5
CCCCC(c1nnnn1CCOC)N1CCN(c2cccc(OC)c2)CC1 (stereo not given)	/	-1.0	10.8	-9.3	0.1	/	7.1	0.8	-0.4
NC(=O)NC(=O)COC(=O)c1ccccc1Oc1ccccc1	-0.6	-3.7	-5.9	0.3	0.7	-1.5	-0.9	-2.3	12.0
CCn1c(SCC(=O)NCc2cccs2)nc2c1c(=O)n(C)c(=O)n2C	-2.9	-2.3	1.9	0.0	1.2	12.0	2.4	-0.3	-1.2

Complete entries from above. Order of screens: Mtb UGM inh | PrPC surface inh | GDH-TPI counter | BoNT F protease | FadD28 FP inh | Rv3671c inh | MazEF act | BioA inh | FBA Mtb inh
NS(=O)(=O)c1ccc(CCNC(=O)c2ccccc2[N+](=O)[O-])cc1 across the screens: -0.3 | -10.1 | -5.8 | -2.6 | -2.1 | 10.3 | -1.4 | / | 1.5
Cc1ccc(NC(=O)C2CCN(C(=O)c3ccco3)CC2)cc1C across the screens: 0.6 | -1.7 | 4.5 | 1.0 | -3.0 | -0.7 | 3.7 | 0.4 | 2.5
CCn1c(SCC(=O)NCc2cccs2)nc2c1c(=O)n(C)c(=O)n2C across the screens: -2.9 | -2.3 | 1.9 | 0.0 | 1.2 | 12.0 | 2.4 | -0.3 | -1.2

Of the compounds above, 3 contain a Cl atom.
SMILES	Mtb UGM inh	PrPC surface inh	GDH-TPI counter	BoNT F protease	FadD28 FP inh	Rv3671c inh	MazEF act	BioA inh	FBA Mtb inh
COC(=O)c1ccc(Cl)c(NC(=O)CN2CCN(C)CC2)c1	/	-4.1	3.5	-3.3	-3.1	5.3	8.8	0.7	1.1
COCCCNC(=O)c1ccc(S(=O)(=O)c2ccc(Cl)cc2)c(NC(C)=O)c1	0.6	-11.0	0.4	-3.1	0.3	-1.8	-1.8	3.4	1.6
O=C(NCc1ccco1)c1ccc(-c2ccc(Cl)cc2)o1	3.0	5.7	16.2	-1.8	-2.4	-15.5	2.8	1.7	2.3

Later entries:
SMILES	Mtb UGM inh	PrPC surface inh	GDH-TPI counter	BoNT F protease	FadD28 FP inh	Rv3671c inh	MazEF act	BioA inh	FBA Mtb inh
Cc1ccc(C)c(N2CC(C(=O)O)CC2=O)c1 (stereo not given)	2.9	0.4	7.1	-1.1	-2.3	-2.9	-9.0	/	3.7
O=C(O)C(Cc1ccccc1)NC(=O)C(c1ccccc1)c1ccccc1 (stereo not given)	1.9	-3.5	8.4	8.3	-0.6	3.3	-5.7	-2.5	0.7
O=C(Nc1ccc(F)cc1)C1CCCCC1	3.2	6.4	-7.6	1.3	-3.0	-4.7	1.9	-0.2	0.2
Cn1cc(C(=O)c2cccc(Cl)c2Cl)cc1C#N	-2.7	-2.4	2.4	-2.4	-0.6	-14.4	-2.5	/	-1.6
CCc1ccc(S(=O)(=O)Nc2ccc(N3CCN(C)CC3)cc2)cc1	-1.6	-3.8	4.8	?	-0.4	0.7	-2.9	1.4	1.6
CCCOc1ccc(C(=O)N/N=C/c2ccc(-c3ccc(S(=O)(=O)Nc4ncccn4)cc3)o2)cc1	-0.4	1.4	32.6*	-9.0	-10.5	-3.1	-14.3	2.3	24.5
O=C1CCC(CCC(=O)N2CCCC(C(=O)c3ccc4c5c(cccc35)CC4)C2)=NN1 (stereo not given)	-1.0	-3.4	11.1	0.5	-1.8	-4.8	-2.1	/	16.4
CCOC(=O)c1ccc(NC(=O)CSc2nc(C)cc(=O)[nH]2)cc1	1.7	/	4.6	21.7	0.2	-4.8	5.0	3.2	3.3
Cc1ccc(Cc2c(-c3ccccc3)nc3cc(C)c(Br)c(C)n23)cc1	/	9.6	/	-10.6	-2.2	/	/	-2.1	2.9
N#Cc1ccc(C(=O)N(Cc2ccco2)c2c(N)n(Cc3ccccc3)c(=O)[nH]c2=O)cc1	/	1.6	-2.8	-2.0	-3.2	8.1	5.4	18.7	-0.4
COC(=O)c1cc(OC)c(OC)cc1NC(=O)Nc1cccc(C(C)=O)c1	4.6	0.2	4.8	5.3	-3.5	1.8	4.8	0.8	-1.6
COc1cc(/C=N/NC(=O)C(C)Nc2n[nH]c(=O)[nH]c2=O)cc(OC)c1O (stereo not given)	/	-2.2	7.5	5.7	-2.3	-1.5	2.6	-3.7	1.4
O=C(C[n+]1ccccc1)Nc1cc(C(F)(F)F)ccc1Cl	/	0.3	1.4	0.0	0.9	-0.5	0.7	0.5	1.5
CCCCn1c(SCC(=O)N2CCOCC2)nnc1-c1cccs1	0.5	/	7.4	3.0	-0.5	-1.2	-6.8	/	2.7
COc1cc(/C=C2\SC(=S)N(CCC(=O)Nc3ccccc3)C2=O)cc(OC)c1OC	0.4	-2.4	1.6	2.0	-4.3	-2.9	-30.5	/	-7.6
COc1ccccc1Oc1ccc(N/C=C/C(=O)c2ccc(C)o2)cc1	-2.1	2.2	10.7	-5.0	-1.6	-4.4	-0.6	-2.8	-0.8
Cc1ccc2c(C)c(C(=O)N(C)C(C)c3ccon3)oc2c1C (stereo not given)	4.9	-1.7	5.8	-2.6	-2.2	4.0	5.8	2.1	0.5
CCOc1cc(N2CCOCC2)c(OCC)cc1NC(=O)CN1C(=O)NC2(CCCCC2C)C1=O (stereo not given)	/	-7.6	-1.1	-16.4	-4.6	/	0.2	/	-0.5
O=C1[C@@H]2Cc3c([nH]c4ccccc34)C(c3cccc(Br)c3)N2C(=O)CN1C1CCN(Cc2ccccc2)CC1 (stereo not given in full)	-1.0	-8.7	-4.3	3.3	0.1	-7.0	-11.8	-2.2	6.3
CSc1nnc(Cc2sc(-c3ccccc3)nc2-c2ccccc2)o1	-1.3	-17.7	9.4	-11.6	0.3	-4.5	-6.0	-1.3	4.3
CC(Oc1cccc(Cl)c1)C(=O)Nc1ccccc1N1CCCC1 (stereo not given)	-3.1	1.2	1.4	6.0	-0.9	2.0	2.0	/	4.2
O=[N+]([O-])c1nn(-c2ccc3c(c2)OCCO3)n(O)c1=Nc1ccccc1	2.8	-40.6	11.5	0.1	-0.5	-5.6	-2.1	/	-4.0
O=C(CCc1nnc(Cc2cccc(C(F)(F)F)c2)o1)NCC(F)(F)F	0.9	0.9	1.3	3.8	-4.3	4.9	-3.3	/	-4.4
CCOC(=O)c1c(NC(=O)c2cccs2)sc(C(=O)N2CCOCC2)c1C	1.7	1.8	-4.3	3.0	1.4	0.5	9.4	0.8	6.1
COc1ccc(NC(=O)Cn2nnc(-c3ccccc3F)n2)cc1Cl	-2.3	6.0	0.0	6.0	0.2	1.9	-5.2	-2.4	3.5
Cc1cccc(/C=C2\Sc3ccc(C(=O)N4CCC(C)CC4)cc3N(C)C2=O)c1	-0.9	1.0	11.8	-1.7	-1.4	-11.2	-2.1	-1.2	0.8
Cc1cc(C(=O)Nc2cccc3ncccc23)no1	-1.6	1.3	3.6	5.9	-2.0	-2.2	-13.7	-10.6	2.6
O=C(COC(=O)/C=C/c1ccccc1)NCCNC(=O)COC(=O)/C=C/c1ccccc1	1.0	-4.4	-3.5	-8.4	-3.4	8.5	-4.1	/	-1.3
Cc1ccc(C)c(S(=O)(=O)N2CCN(CC(=O)Nc3ccc4c(c3)OCCO4)CC2)c1	-0.8	1.1	-8.9	-2.5	-5.7	0.0	4.5	2.4	0.4
CCOC(=O)[C@H]1[C@H]2COc3ccccc3[C@@H]2N2C(=O)CNC(=O)[C@@]12C	3.9	4.6	6.9	3.2	-1.2	-0.2	4.4	-1.0	3.3
Cc1ccc(CCNC(=O)C2CCCN(C(=O)c3cc4sccc4n3C)C2)cc1 (stereo not given)	0.4	8.4	-0.9	0.5	-1.7	0.4	-2.9	1.9	1.2
CS(=O)(=O)/C(C#N)=C/c1cccn1S(=O)(=O)c1ccc([N+](=O)[O-])cc1	/	-6.8	18.6	-0.5	-2.1	/	/	1.1	-2.1
CC(=O)N(C1=NCCCS1)c1ccccc1Cl	-2.7	4.2	5.6	1.3	-1.7	-0.7	-8.7	1.1	5.6
CC(=O)O/N=C(\N)c1cnn2c(C(F)(F)F)cc(C(F)(F)F)nc12	2.7	4.4	-4.8	3.6	-2.8	-4.9	3.0	/	3.0
COc1ccc(NC(=O)C2CCC(CNS(=O)(=O)c3cccs3)CC2)cc1OC (stereo not given)	0.2	-0.1	7.5	-1.1	-1.0	7.8	-5.3	/	2.0
CCOc1ccccc1NC(=O)C1CCN(S(=O)(=O)c2c(C)nn(C)c2C)CC1	-2.5	6.6	-6.0	3.5	-0.9	-0.1	-7.5	0.5	2.0
COc1ccc(NC(=S)NCCc2c[nH]c3ccccc23)cc1	-1.9	3.7	7.2	-2.2	-0.1	-4.0	0.9	2.3	1.8
CC(C)(C)C(=O)c1cn(CC(=O)O)c2ccccc12	-1.5	5.2	4.4	-8.5	-2.0	-1.7	-19.8	/	2.2
CCN(CC)S(=O)(=O)c1cccc(C(=O)OC2CC(C)OC2=O)c1 (stereo not given)	-1.4	-5.0	5.5	16.8	-0.4	5.6	-0.5	-4.1	-0.8
Cc1ccnc(SCC(=O)c2ccc(Br)cc2)c1C#N	1.5	-11.6	5.8	-2.0	-1.0	-1.2	28.7	/	0.6
CS(=O)(=O)Nc1ccc(C(=O)NCc2ccccn2)cc1	-0.7	8.5	4.8	-2.3	-2.4	0.0	-5.9	/	0.2
Cc1ccc(N(CC(=O)NC(C)c2ccccc2)S(=O)(=O)c2cccs2)cc1 (stereo not given)	-0.7	6.5	1.7	-29.0	-1.1	2.4	7.5	/	0.6
CCC(=O)NNC(=O)Cc1c(C)n(C(=O)c2ccc(Cl)cc2)c2ccc(OC)cc12	-3.2	0.6	-0.4	10.2	-1.4	3.3	-2.7	-1.4	-2.7
COc1ccc(/C=N/NC(=O)CSc2n[nH]c(=O)[nH]c2=O)cc1	-0.9	-5.0	-8.5	-4.9	-3.3	8.3	2.1	-0.4	-8.6
COc1ccc(Cl)cc1NC(=O)N1CCN(CCc2ccccc2)CC1	-1.7	-8.1	-5.8	-6.7	-2.1	-13.7	-2.9	0.9	-0.8
Cc1ccc(Nc2nc(CSc3nnc(-c4cccnc4)n3-c3ccccc3C)cs2)cc1	-1.5	6.8	5.6	-4.1	-0.6	0.2	2.5	/	2.5
CCN1C(=O)C(CC(=O)Nc2ccc(F)cc2)N(Cc2cccs2)C1=S (stereo not given)	1.6	11.2	9.4	0.4	-5.1	-4.2	6.3	2.6	-1.0
NC(=O)C1Cc2ccccc2CN1S(=O)(=O)c1cccs1 (stereo not given)	1.7	4.8	-1.6	-1.9	-0.2	2.0	-3.7	/	-1.9
CC1=C(C(=O)OC2CCCCC2)C(c2ccccc2Br)NC(=O)N1 (stereo not given)	-0.7	6.9	8.6	15.8	0.0	3.5	-1.8	-0.1	0.8
COC(=O)[C@]1(Cc2ccccc2)N[C@H](CN(C)C(=O)COc2ccccc2)[C@@H]2C(=O)N(Cc3ccccc3)C(=O)[C@@H]21	-2.2	12.0	0.9	-8.7	-2.6	-0.2	8.8	1.3	-0.2

Screening data deposited in PubChem by several laboratories.
